Bioassay records as filed in PubChem.
STK33 kinase inh – blocks human STK33 kinase activity. inhibition, % at 10 µM. Q9BYT3. hit rate 0.073% among 320,000. AID 2661. purified STK33, MBP phosphorylation, ADP-Glo luminescence;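 active = inhibition at or above 25%, using the most active replicate where run in duplicate; inactive = inhibition below 25%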
Target sequence (Q9BYT3 whole entry, looked up): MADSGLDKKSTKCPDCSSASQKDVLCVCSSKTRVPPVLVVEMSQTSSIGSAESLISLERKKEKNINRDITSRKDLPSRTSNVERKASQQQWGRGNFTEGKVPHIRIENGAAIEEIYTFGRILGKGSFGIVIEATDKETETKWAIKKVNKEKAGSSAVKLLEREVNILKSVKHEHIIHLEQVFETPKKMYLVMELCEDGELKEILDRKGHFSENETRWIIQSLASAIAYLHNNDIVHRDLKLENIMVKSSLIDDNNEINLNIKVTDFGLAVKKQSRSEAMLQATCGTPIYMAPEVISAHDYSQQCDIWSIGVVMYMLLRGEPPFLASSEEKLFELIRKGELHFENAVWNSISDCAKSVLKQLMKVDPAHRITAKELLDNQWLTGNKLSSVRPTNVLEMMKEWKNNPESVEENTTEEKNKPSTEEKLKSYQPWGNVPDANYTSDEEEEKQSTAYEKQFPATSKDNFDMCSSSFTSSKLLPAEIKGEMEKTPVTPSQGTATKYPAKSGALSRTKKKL
Kir21 block – Kir2.1 (mouse) channel inhibition. P35561. HEK293-Kir2.1, FluxOR thallium flux fluorescence; hits give low values. B-score at 10 µM. hit rate 0.85% among 310,000;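 active = fluorescence ratio B-score at or below minus 3 SD of library scores, with starting-brightness B-score within 2 SD, cut at about -4.2 in these data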;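 note: channel flux triggered by added potassium and thallium sulfate stimulus; B-score of peak minus minimum fluorescence over baseline after thallium stimulus; more negative B-score means stronger Kir2.1 block with less thallium influx; some compounds called inactive have numbers as strong as hits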
Target sequence (P35561 whole entry, looked up): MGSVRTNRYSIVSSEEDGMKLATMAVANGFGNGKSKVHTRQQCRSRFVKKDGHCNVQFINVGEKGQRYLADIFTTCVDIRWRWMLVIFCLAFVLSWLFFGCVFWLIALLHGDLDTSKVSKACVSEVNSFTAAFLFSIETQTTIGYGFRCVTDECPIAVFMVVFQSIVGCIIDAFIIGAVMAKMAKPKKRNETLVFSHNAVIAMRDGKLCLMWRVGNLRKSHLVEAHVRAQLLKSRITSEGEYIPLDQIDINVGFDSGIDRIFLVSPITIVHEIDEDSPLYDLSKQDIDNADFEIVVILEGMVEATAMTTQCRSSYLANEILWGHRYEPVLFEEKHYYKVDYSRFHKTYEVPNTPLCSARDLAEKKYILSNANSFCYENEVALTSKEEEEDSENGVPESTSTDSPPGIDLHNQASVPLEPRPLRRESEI
The depositor's hits bear a star; . = not tested or not shown.

Every second line gives: STK33 kinase inh, Kir21 block
- Cc1cc(C)cc(OC(=O)CCN2C(=O)c3ccccc3C2=O)c1
 : -0.9, -0.09
- CCS(=O)(=O)N1CCCC(C(=O)NC2CCCCC2)C1 (stereo not given)
 : -1.0, -0.16
- CN(C)c1ccc(/C=N/NC(=O)c2nnn(-c3nonc3N)c2CN2CCCCCC2)cc1
 : -1.4, 0.27
- COc1ccc(NC(=O)CC2C(=O)N(Cc3ccccc3)C(=S)N2CCN2CCOCC2)cc1 (stereo not given)
 : 0.1, -0.01
- CCCOc1ccc(C(=O)N2CCCC2C(=O)O)cc1 (stereo not given)
 : -1.5, -0.11
- Cc1ccc(S(=O)(=O)N(C)C)cc1NC(=O)COC(=O)c1sc2cc(Cl)ccc2c1Cl
 : -1.2, -1.2
- O=C(Oc1ccc2c(c1)OCC2=O)c1ccccc1
 : -0.6, -0.76
- Cc1ccc(-c2cc(C(=O)Nc3cc(C)ccc3O)no2)cc1
 : -0.8, 1.9
- CC(OC(=O)C1CCN(S(=O)(=O)c2ccccc2C(F)(F)F)CC1)C(=O)N(C)Cc1ccccc1 (stereo not given)
 : -1.6, 0.86
- Cc1nc(N2CCC3(CC2)OCCO3)c2nnn(Cc3ccccc3F)c2n1
 : -0.6, -0.37
- CCNC(=S)N/N=C1\CCCCc2ccccc21
 : 0.2, -1.3
- COc1ccc(CNC(=S)NNC(=O)c2cc3ccccc3o2)cc1
 : 0.4, -0.45
- Cc1ccc(OCCCN(C)C)c(Br)c1
 : 0.8, -0.41
- COc1ccc(Cl)cc1NC(=O)NCCCl
 : -0.2, 0.26
- O=c1cc(/C=C/c2c(F)cccc2Cl)[nH]c2ccccc12
 : 0.7, -0.02
- Cc1onc(-c2ccccc2)c1C(=O)N1CCN(Cc2ccccc2)CC1
 : -0.9, -0.82
- CC(=O)Cc1cc(O)c2ccccc2c1OC(=O)c1ccc(Br)cc1
 : -1.4, 0.34
- Cc1sccc1C1C(C#N)=C(N)SC(N)=C1C#N
 : 2.5, 0.02
- COc1ccc(CNC(=O)c2cnn3c(C(F)F)cc(C)nc23)cc1OC
 : 1.5, -0.12
- CC(=O)N1c2ccc(S(=O)(=O)NCCC(=O)NC3CCCCCC3)cc2CC1C (stereo not given)
 : -2.0, -1.2
- CCCCN1C(=O)/C(=C/C=C2/C=Cc3ccccc3N2CC)SC1=S
 : 0.5, 1
- CC1=C(C(=O)NCc2ccccc2)C(c2cccnc2)n2ncnc2N1 (stereo not given)
 : -2.2, -1.8
- CCOC(=O)c1c(-c2ccc(C)o2)csc1NC(=O)CSc1nncs1
 : 0.1, 2.1
- CCOc1cc(NC2CS(=O)(=O)CC2O)c(OCC)cc1NC(=O)c1ccccc1 (stereo not given)
 : 2.8, 0.98
- CCn1c(=O)n(CC)c2cc(N3CCCC3)c(NC(=O)c3cc(Cl)ccc3OC)cc21
 : 1.2, 0.82
- COC(=O)CCCCCN1C(=O)/C(=C\c2ccncc2)SC1=S
 : -1.2, -1
- O=C(Nc1ccc(C(=O)N2CCN(c3ccccc3)CC2)cc1)C1=CSCCO1
 : 1.2, 0.11
- O=C(NNC(=S)Nc1ccccc1)c1ccncc1
 : -0.6, -0.49
- Cn1c(SCC(=O)N2CCOCC2)nc2cccnc21
 : -1.6, 0.2
- CCc1ccc(N=C2NC(=O)CS2)cc1
 : -2.6, 0.64

6 entries from above, with the structure last.
STK33 kinase inh	Kir21 block	SMILES
-1.4	0.34	CC(=O)Cc1cc(O)c2ccccc2c1OC(=O)c1ccc(Br)cc1
2.5	0.02	Cc1sccc1C1C(C#N)=C(N)SC(N)=C1C#N
1.5	-0.12	COc1ccc(CNC(=O)c2cnn3c(C(F)F)cc(C)nc23)cc1OC
-2.0	-1.2	CC(=O)N1c2ccc(S(=O)(=O)NCCC(=O)NC3CCCCCC3)cc2CC1C (stereo not given)
0.5	1	CCCCN1C(=O)/C(=C/C=C2/C=Cc3ccccc3N2CC)SC1=S
-2.2	-1.8	CC1=C(C(=O)NCc2ccccc2)C(c2cccnc2)n2ncnc2N1 (stereo not given)

(continued)
Every second line gives: STK33 kinase inh, Kir21 block
- CSC1=NCCN1C(=O)COc1ccccc1
 : 0.5, 0.79
- COc1ccc(CCN/C=C2/CC(=O)NC2=O)cc1OC
 : -3.2, 1.5
- CCOc1ccc(OCC(=O)Nc2cc3c(cc2C(=O)O)OCCCO3)cc1
 : -2.9, 1.8
- O=C(NCc1ccc2c(c1)OCO2)c1cccc(N2CCCC2=O)c1
 : 0.6, 0.07
- O=C(NCC1COc2ccccc2O1)c1ccc(Cl)c(S(=O)(=O)N2CCOCC2)c1 (stereo not given)
 : -0.3, .
- CCOC(=O)c1c(N)sc(C(=O)N2CCOCC2)c1C
 : 0.6, -1.9
- N#Cc1cc(S(=O)(=O)c2ccccc2)c(N)[nH]c1=O
 : 0.8, 0.84
- Cc1ccc(SCC(=O)Nc2ccc3c(c2)C(=O)N(C)C3=O)cc1
 : 0.0, 0.71
- CC(C)N(Cc1cn(C)nc1-c1cccc(Cl)c1)CC1CCC(=O)N1 (stereo not given)
 : -3.2, -0.06
- CCc1sc(NC(C)=O)nc1-c1ccccc1
 : -4.2, 1.3
- O=C(Nc1ccc(OCC(=O)N2CCOCC2)cc1)c1ccccc1F
 : 0.8, -1.5
- CCCOc1ccc(N2C(=O)CC(N3CCN(c4ccccc4F)CC3)C2=O)cc1 (stereo not given)
 : -1.4, 0.8
- O=C(NCc1ccco1)c1ccc(S(=O)(=O)N2CCCCC2)cc1
 : -0.6, 1.1
- O=C(CN1CCN(Cc2ccccc2)CC1)N/N=C/c1c[nH]c2ccccc12
 : 0.1, -0.72
- COc1cccc(/C=C/C(=O)OC(C)C(=O)Nc2c(C)n(C)n(-c3ccccc3)c2=O)c1 (stereo not given)
 : -0.4, 0.98
- O=C1NC(=O)C(c2ccc(Cl)cc2)N1 (stereo not given)
 : -2.2, -0.57
- COCC1CCN(Cc2cn(C)nc2-c2cccc(Cl)c2)C1 (stereo not given)
 : -2.4, 1.5
- O=C(Cn1c(SCC(=O)N2CCc3ccccc3C2)nc2ccccc21)NC1CCCC1
 : -0.2, -0.92
- Cc1ccc(C(=O)Nc2nc3ccc(S(C)(=O)=O)cc3s2)s1
 : 0.6, 2
- COc1ccc2c(c1OC)C(=O)OC2n1c(O)c(N=NC(C)=O)c2ccccc21 (stereo not given)
 : -0.2, -1.8
- Cc1nc2c(C(=O)N3CCOCC3)cnn2c(C)c1Cc1ccc(Cl)cc1
 : -0.6, -1.1
- C=CCN(c1ccccc1)S(=O)(=O)c1cc2c(cc1C)NC(=O)CO2
 : -2.1, -0.47
- COc1cc(/C=C/C(=O)N(C)CC(=O)Nc2ccccc2Br)cc2c1OCCO2
 : 0.0, .
- CCOc1ccc(S(=O)(=O)Nc2cccc(C(=O)NCCCN3CCCC3=O)c2)cc1
 : -1.1, .
- COc1ccc(OCC2CCNCC2)cc1
 : -1.2, -0.22
- COc1cc(C2C(C#N)=C(N)N(c3sc4c(c3C#N)CCCC4)C3=C2C(=O)CC(C)(C)C3)cc(OC)c1OC (stereo not given)
 : -0.8, 2.5
- Cn1c(-c2ccsc2)c(-c2cccs2)c2cc(-c3ccc4cc[nH]c4c3)ccc21
 : -1.4, .
- CSc1ccccc1-c1nnc(-c2ccc(C)cc2)o1
 : 0.6, -0.58
- CC1CCCN(CCC(=O)Nc2ccc3c(c2)CCC3)C1 (stereo not given)
 : -1.4, -1
- OCC[C@@H]1C[C@@H](O)[C@H](O)[C@@]2(Cc3ccccc3O2)O1
 : -2.0, 0.5

(list continues)
| molecule | STK33 kinase inh | Kir21 block |
| --- | --- | --- |
| CS/C(=C\[N+](=O)[O-])Nc1ccc(F)cc1 | -1.1 | -2.4 |
| Cc1cc(N2CCN(Cc3cn(C)nc3-c3cccc(Cl)c3)CC2)cc(C)n1 | -1.8 | -0.93 |
| CCC(C)[C@H](NC(=O)NC1CCN(Cc2ccccc2)CC1)C(=O)OC (stereo not given in full) | -0.6 | 0.43 |
| COc1ccc(NC(=O)N2CCOCC2)cc1 | -1.5 | 0.31 |
| O=C1NC(=O)N(Cc2ccccc2F)C1=O | -0.6 | -0.51 |
| O=C(CN1CCN(S(=O)(=O)c2ccc(F)cc2)CC1)Nc1ccccc1F | 0.7 | -0.2 |
| Cc1nnsc1C(=O)N/N=C/c1cccc(C(F)(F)F)c1 | 1.2 | -0.3 |
| CN(C)c1ccc(/C=C2\CCC/C(=C\c3ccccc3)C2=O)cc1 | -2.2 | -1.1 |
| CC(C)Nc1nc(SCC(N)=O)nc(N2CCOCC2)n1 | -2.0 | 1.6 |
| CCOC(=O)C(=CN=C(N)Nc1nc2ccccc2o1)C(=O)OCC | 0.6 | 0.9 |
| CSc1nc2sc3c(c2c2nnnn12)CCCC3 | 0.1 | 1.3 |
| Clc1ccc2c(NCc3ccccc3)ccnc2c1 | -0.7 | -0.42 |
| O=C(c1cc(COc2ccc(F)cc2F)on1)N1CC[C@@H]2CCCC[C@H]2C1 | -0.3 | -0.09 |
| O=C(Nc1ccc(S(=O)(=O)O)cc1)c1ccc2c(c1)S(=O)(=O)c1ccccc1C2=O | 0.4 | 0.07 |
| COc1cc(NC(=O)C2CCCN(S(=O)(=O)c3cccc4nsnc34)C2)cc(OC)c1 (stereo not given) | -0.8 | 0.27 |
| C=C1C(=O)O[C@@]23[C@H]1CC[C@@H](C)[C@@H]2CC[C@@]1(C)O[C@@H]31 | -1.7 | . |
| O=C(c1ccc(Cn2c(=S)[nH]c3ccc(Br)cc3c2=O)cc1)N1CCN(C2CCCCC2)CC1 | -1.5 | 0.03 |
| CCn1c(=S)sc2c(=O)n(CC(=O)Nc3ccc(Cl)cc3)c(C)nc21 | 0.1 | -0.38 |
| COc1ccc(N2CCN(c3oc(COc4ccc(Cl)cc4)nc3C#N)CC2)cc1 | -0.5 | 0 |
| O=[N+]([O-])c1cc(C(F)(F)F)ccc1N1CCN(S(=O)(=O)c2ccc3c(c2)CCCC3)CC1 | -0.6 | 0.88 |
| O=C(c1ccc(NS(=O)(=O)c2ccc3[nH]c(=O)[nH]c3c2)cc1)N1CCCCC1 | 1.9 | -0.24 |
| CCCC1=NN2C(=N)/C(=C\c3ccc(SCc4ccco4)o3)C(=O)N=C2S1 | 9.5 | -2.6 |
| CC1CCC(C(C)C)C(OCC(O)CN2CCCC(C)C2)C1 (stereo not given) | 0.3 | -2.5 |
| CCN(CC)c1ccc(NC(=O)C2=CC=CN3CCS(=O)(=O)N=C23)cc1 | 0.7 | . |
| COc1ccc2c(c1)CCCC21NC(=O)N(CC(=O)NCc2cccs2)C1=O (stereo not given) | -0.5 | . |
| COc1ccc(CN(CC(=O)NCc2ccc(F)cc2)C(=O)c2ccco2)cc1 | -1.2 | 0.47 |
| COc1ccccc1NC(=O)c1cc(S(=O)(=O)N2CCOCC2)ccc1Cl | -1.0 | -1.5 |
| O=C(Nc1ccc(F)cc1)c1c(Cl)nc2ccccn12 | 0.5 | 0.01 |
| COc1cccc(C(=O)NCc2nnc(SCC(=O)Nc3nccs3)n2-c2cccc(C)c2)c1 | 1.4 | -1.8 |
| CC(C)(C)OC(=O)NCCCC[C@@H](C(=O)NCCCCCCCCCCC(=O)N1CCN(C(=O)OC(C)(C)C)CC1)n1cc(CCO)nn1 | -0.4 | . |
| O=C(Cn1ncc2c([nH]c3ccccc32)c1=O)Nc1ccc(CN2CCCCC2)cc1 | -0.6 | 0.46 |
| CCCC(=O)Nc1cc(=O)n(C)c(=O)n1C | -0.7 | -1.7 |
| CCOC(=O)c1ccc(NC(=S)NCCCn2ccnc2)cc1 | -1.2 | -0.52 |
| O=C(c1ccc(F)cc1)C(CN1CCOCC1)c1ccccc1 (stereo not given) | 0.7 | -1.1 |
| Cc1ccc(C)c(NC(=O)COC(=O)c2nc(Cl)ccc2Cl)c1 | -0.1 | . |
| Cn1cccc1Cc1nnc(SCC(=O)Nc2nccs2)n1CCc1ccccc1 | 0.0 | -1 |
| COc1ccc(CSc2nnnn2-c2ccc(O)cc2)cc1F | -0.6 | -0.99 |
| Cc1cc(C)n2nc(C(=O)Nc3cccc(S(=O)(=O)N4CCCC4)c3)nc2n1 | -1.7 | 1.2 |
| COc1ccc(COc2cccc3ccc(C)nc23)cc1F | -1.0 | 0.02 |
| Nn1c(Nc2ccc(Cl)cc2)nncc1=O | -1.5 | 0.09 |
| CCC1CCCCN1C(=O)CSc1nc2ccsc2c(=O)n1Cc1ccccc1 (stereo not given) | -0.2 | -0.67 |
| CN(C)CCCNc1ccc(-c2n[nH]c(=O)c3ccccc23)cc1[N+](=O)[O-] | 2.1 | -1.5 |
| CCCCCCN(C(=O)CCCCCN1C(=O)NC(c2ccc(-c3ccccc3)cc2)C(C(=O)OCc2ccccc2)=C1C)C(C(=O)NCCCC)c1ccc(-c2ccccc2)cc1 (stereo not given) | . | 0 |
| O=[N+]([O-])c1nn(-c2ccc3c(c2)OCCO3)n(O)c1=NCCCO | -0.9 | 1.7 |
| COC(=O)Cc1ccc(NC(=S)N2CCC(Cc3ccccc3)CC2)cc1 | . | -0.09 |
| CCOC(=O)Cc1csc(NC(=O)CSC2=NCCS2)n1 | -1.3 | 1.3 |
| CCOC(=O)CSc1nnc(-c2ccc(OC)cc2OC)o1 | 0.8 | -0.13 |
| O=C1CC2(CCN(C(=O)c3ccccc3Br)CC2)Oc2ccccc21 | 0.3 | 2.5 |
| Cc1cnc(C(=O)OCC(=O)c2cc(C)n(C)c2C)cn1 | -1.6 | 0.42 |
| COC(CNC(=O)C(=O)NCC1OCCN1C(=O)c1ccc(Cl)cc1)OC (stereo not given) | -1.0 | 0.23 |

Next part:
| molecule | STK33 kinase inh | Kir21 block |
| --- | --- | --- |
| COc1ccc(C)cc1NC(=S)Nc1ccccc1SC | 0.0 | 0.3 |
| CCc1ccc(C2=CC(c3cc(Br)ccc3F)n3ncnc3N2)cc1 (stereo not given) | 7.4 | . |
| Cc1ccc(C(=O)NCC(=O)OCC(=O)NC2CCCC(C)C2C)s1 (stereo not given) | -0.5 | 0.02 |
| NS(=O)(=O)c1cccc(NC(=O)CSc2ncnc3ccccc23)c1 | 7.1 | 0.05 |
